# TEAD-YAP block = TEAD-YAP interaction inhibition; HEK-TIYL cells, TEAD-Gal4/YAP UAS-luciferase luminescence; inhibition, % at 9.12 µM; actives 1.4% (n = 640,000); in the data active means inhibition above about 32%;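 further: 0% = median of test compound wells and 100% = reference inhibitor wells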
# FBW7 act = human FBW7 E3 ligase activation, primary screen | Q969H0 | AlphaScreen FBW7–phospho-cyclin E peptide binding, activator screen | normalized activity (activation), % at 26.1 µM | actives 0.13% (n = 650,000); in the data active means normalized activity above about 1.9%;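 further: purified mutant Fbw7 with reduced substrate affinity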
# MITF inh = inhibitors of human MITF; AlphaScreen MITF homodimerization, bead proximity signal; inhibition, % at 2.6 µM; actives 0.91% (n = 650,000); AID 1259374; in the data active means inhibition above about 50%;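 further: 0% = vehicle wells with protein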
# Target sequence (O75030 whole entry, looked up): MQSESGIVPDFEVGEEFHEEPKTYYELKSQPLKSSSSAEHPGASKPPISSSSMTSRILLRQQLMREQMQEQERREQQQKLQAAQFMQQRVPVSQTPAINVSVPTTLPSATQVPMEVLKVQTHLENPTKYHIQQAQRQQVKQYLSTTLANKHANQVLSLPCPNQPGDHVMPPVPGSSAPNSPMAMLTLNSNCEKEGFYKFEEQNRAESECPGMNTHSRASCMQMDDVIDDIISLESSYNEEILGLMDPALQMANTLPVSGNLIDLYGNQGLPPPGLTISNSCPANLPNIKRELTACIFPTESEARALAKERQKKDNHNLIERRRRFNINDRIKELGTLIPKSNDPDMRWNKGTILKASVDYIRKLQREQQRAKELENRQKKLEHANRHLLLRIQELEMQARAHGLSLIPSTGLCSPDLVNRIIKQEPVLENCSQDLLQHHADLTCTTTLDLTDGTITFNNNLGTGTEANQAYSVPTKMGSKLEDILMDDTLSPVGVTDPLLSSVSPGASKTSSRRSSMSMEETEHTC
# GPR151 ag = activators of human GPR151; Q8TDV0; PathHunter beta-arrestin GPR151 cells, luminescence; activation, % at 11.2 µM; actives 1% (n = 650,000); AID 1508602; in the data active means activation above about 4.9%;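 further: 0% = median of compound wells and 100% = cells with positive control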
# Target sequence (Q8TDV0 whole entry, looked up): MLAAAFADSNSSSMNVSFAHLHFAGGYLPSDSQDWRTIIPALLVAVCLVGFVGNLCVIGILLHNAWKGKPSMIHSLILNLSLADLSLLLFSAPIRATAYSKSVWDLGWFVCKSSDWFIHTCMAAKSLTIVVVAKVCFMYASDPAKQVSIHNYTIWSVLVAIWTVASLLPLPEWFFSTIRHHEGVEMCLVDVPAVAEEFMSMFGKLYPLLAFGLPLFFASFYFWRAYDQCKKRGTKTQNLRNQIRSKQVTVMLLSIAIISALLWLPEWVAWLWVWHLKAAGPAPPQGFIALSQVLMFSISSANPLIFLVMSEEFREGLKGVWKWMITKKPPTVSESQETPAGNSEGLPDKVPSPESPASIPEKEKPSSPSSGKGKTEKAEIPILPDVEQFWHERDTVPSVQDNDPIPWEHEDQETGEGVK
# * = called active by the depositor; . = no result given.
[1] COc1ccc(/C=C2\C(=N)N3N=C(N4CCCCC4)SC3=NC2=O)cc1OC
[2] CSCON1C(=O)CN(C(C)=O)C1c1ccc(Cl)cc1Cl (stereo not drawn)
[3] COC(=O)c1c2c([n+]([O-])c(-c3ccccc3)c1[N+](=O)[O-])CCC2
[4] O=C(NCc1ccco1)c1ccccc1O
[5] CCCCNC(=S)Nc1ccccc1F
[6] CC(C)c1ccc(CN[C@H]2C[C@H]3C(=O)N[C@@H](COCc4ccccc4)C(=O)N3C2)cc1
[7] Cc1ccc(C(=O)O)cc1S(=O)(=O)Nc1ccccc1
[8] O=C(O)CNC(=O)/C(=C\c1ccc(F)cc1)NC(=O)c1ccco1
Compound	1	2	3	4	5	6	7	8
TEAD-YAP block	-12	-1	8	6	0	-6	8	0
FBW7 act	0.1	0.1	-0.1	0.0	0.3	-0.1	-0.1	-0.1
MITF inh	7	7	16	8	19	-6	10	9
GPR151 ag	2.0	0.0	-1.4	0.1	-1.0	5.8*	3.7	-0.1

[9] COc1ccc(C[C@@H]2NC(=O)[C@H]3CN(C(=O)c4cccs4)CCN3C2=O)cc1
[10] COc1ccc2cc(CCNC(=O)CC(C)C)c(=O)[nH]c2c1
[11] COc1cc2c(c(OC)c1OC)-c1ccc(OC)c(=O)cc1[C@@H](NC=O)CC2
[12] Cc1onc(-c2c(Cl)cccc2Cl)c1C(=O)N1CCN(c2ccccc2)CC1
[13] CCCCNC(=O)C1CCN(S(=O)(=O)c2ccccc2)CC1
[14] COc1ccc(CNS(=O)(=O)c2ccc(Cl)c(OC)c2)cc1
[15] O=C(O)CCCCn1c(SCc2cc(=O)n3ccccc3n2)nc2ccsc2c1=O
[16] CCn1cc(C(C)NC(=O)COc2ccc(Cl)cc2C)c(C)n1 (stereo not drawn)
Compound	9	10	11	12	13	14	15	16
TEAD-YAP block	-10	5	1	2	-3	-1	3	3
FBW7 act	-0.2	0.2	-0.4	-0.3	-0.1	-0.3	0.3	0.9
MITF inh	-2	13	9	17	8	-8	8	17
GPR151 ag	-0.3	-1.1	-0.4	0.4	0.0	-0.4	2.6	-0.5

[17] COc1cccc(-n2cc[nH]c2=S)c1
[18] CCc1ccc(NC(=S)N(Cc2ccccc2)Cc2ccccn2)cc1
[19] CN1CC(=O)N2CCN(C(=O)c3ccc(C(F)(F)F)cc3)C[C@@H]2C1=O
[20] CCNC(=O)c1c(NC(=O)c2nc(SC)ncc2Cl)sc2c1CCCC2
[21] CS(=O)(=O)c1ccc2c(c1)sc1nc(C(=O)O)cn12
[22] COc1ccc(C(=O)Nc2ccccc2Sc2ncnc3sc4c(c23)CCCC4)cc1
[23] C/C=C(\C)CN1CCOc2ccc(CN3CCC[C@H]3C(=O)OC)cc2C1
[24] FC(F)Sc1nc2ccccc2[nH]1
Compound	17	18	19	20	21	22	23	24
TEAD-YAP block	-7	25	-4	6	-5	-1	0	-3
FBW7 act	0.1	-0.5	-0.3	-0.1	-0.2	0.0	0.1	-0.1
MITF inh	-14	1	1	8	1	10	11	9
GPR151 ag	-1.2	-0.9	0.7	1.0	4.9	-1.8	1.0	1.3

[25] O=C(Nc1ccc(F)cc1Cl)c1n[nH]c(=O)c2ccccc12
[26] COc1ccc(OC)c(N/C=C(/C#N)c2nc(-c3ccc(OC)c(OC)c3)cs2)c1
[27] COc1ccc2c(C)nc(Nc3nc(C)c(C)c(C)n3)nc2c1
[28] Cn1cnnc1SCCNC(=O)CCc1cccc(Oc2ccc(F)cc2)c1
[29] COc1ccc(N2CCN(/C=C(\C#N)c3nc4ccccc4s3)CC2)cc1
[30] C=CCc1cc(OC)ccc1OCCCCn1ccnc1
[31] O=C(CSc1nc2ccccc2[nH]1)Nc1nc2c(s1)CCCC2
[32] CCN(CCC(=O)Nc1cccc(Cl)c1)Cc1ccccc1
Compound	25	26	27	28	29	30	31	32
TEAD-YAP block	3	0	-15	0	-2	4	6	-17
FBW7 act	-0.2	1.1	0.0	-0.2	0.1	0.0	0.6	-0.2
MITF inh	0	24	-1	11	3	78*	16	-9
GPR151 ag	-0.4	-0.1	-0.7	-1.1	-1.0	-1.5	-1.4	0.5

[33] COCCCNC(=O)c1ccc(S(=O)(=O)c2ccc(Cl)cc2)c(NC(C)=O)c1
[34] COc1cccc(OC)c1C(=O)NCCC1=CCCCC1
[35] Nc1nc(Nc2ccccc2)nc2c1ncn2[C@@H]1O[C@H](CO)C(O)[C@@H]1O (stereo partly drawn)
[36] Cc1cc(C)c2oc(-c3ccc(NC(=O)c4ccc(-c5ccc(Cl)cc5)o4)cc3)nc2c1
[37] O=C(Nc1cccc(-c2nc3ccccc3s2)c1)c1ncn[nH]1
[38] N/C(=N\OC(=O)CCC1CCCC1)c1ccc([N+](=O)[O-])cc1
[39] N#CC1(C#N)[C@H](C(N)=O)[C@H]1c1ccccc1Cl
[40] O=C(CSc1ncc(-c2ccccc2)nn1)Nc1nnc(COc2ccccc2)s1
Compound	33	34	35	36	37	38	39	40
TEAD-YAP block	11	3	.	-11	-37	0	-3	-10
FBW7 act	0.2	0.6	0.1	0.0	0.5	0.0	-0.2	-0.1
MITF inh	15	2	4	-4	6	11	-7	31
GPR151 ag	-0.5	-0.9	-1.0	-1.4	-0.9	-0.8	-0.5	-0.8

[41] Cc1nc2nc(CN)nn2c(C)c1CCC(=O)Nc1cccc(Br)c1
[42] O=C(NNS(=O)(=O)c1cccc([N+](=O)[O-])c1)Nc1ccc(Cl)c(Cl)c1
[43] Cc1cc(NCc2ccccc2)nc(Nc2ccncn2)n1
[44] COc1cc(OC)cc(C(=O)Nc2nc3c(C)c(Cl)ccc3s2)c1
[45] Cc1noc(/C=C/N(C)C)c1S(=O)(=O)N(CCc1ccccc1)Cc1ccccc1
[46] CC(C)CCNC(=O)Cn1ncc2c1-c1ccccc1OC2
[47] COc1cc(-c2ccc(/C=C3\SC(NC(C)=O)=NC3=O)o2)c(OC)cc1Cl
[48] CCC(C)Nc1nc(-c2cccnc2)nc2ccccc12 (stereo not drawn)
Compound	41	42	43	44	45	46	47	48
TEAD-YAP block	4	3	-19	-10	-10	0	6	20
FBW7 act	0.1	0.0	-0.1	-0.1	-0.2	0.1	-0.3	0.4
MITF inh	7	3	5	-3	-3	1	-2	16
GPR151 ag	1.1	-1.0	1.4	-0.3	0.2	0.7	-0.1	2.4

[49] Cc1ccc(CC(=O)N2CCc3ccccc3C2)cc1
[50] CC(=O)Nc1cccc(NC(=O)c2ccccc2)c1
[51] CC(=O)Nc1ccc(/C=C/c2noc(-c3ccccc3O)n2)cc1
[52] O=C(N1CCOCC1)N1CCN(c2nc(-c3ccc(F)cc3)cs2)CC1
[53] CC1CCC(NC(=O)Cn2c(=O)[nH]c3ccsc3c2=O)CC1 (stereo not drawn)
[54] COc1ccc(CN2CCc3nnc(CCNC(=O)c4ccco4)n3CC2)c(C)c1C
[55] CCOc1ccc(-c2cc(N)n(S(=O)(=O)c3ccc(OC)c(OC)c3)n2)cc1
[56] Cc1ccc(C)c(NC(=O)Cn2c(=O)n(CCC(C)C)c(=O)c3cccnc32)c1
Compound	49	50	51	52	53	54	55	56
TEAD-YAP block	-31	-1	-2	2	-25	8	1	7
FBW7 act	0.8	0.1	-0.1	0.1	-0.1	-0.1	-0.1	0.3
MITF inh	10	12	0	10	-7	-6	13	15
GPR151 ag	0.0	3.0	0.0	0.5	-0.2	-0.2	1.3	-1.7

# Fetched by compound from the list above, 3 records:
[50] CC(=O)Nc1cccc(NC(=O)c2ccccc2)c1
[56] Cc1ccc(C)c(NC(=O)Cn2c(=O)n(CCC(C)C)c(=O)c3cccnc32)c1
[54] COc1ccc(CN2CCc3nnc(CCNC(=O)c4ccco4)n3CC2)c(C)c1C
Compound	50	56	54
TEAD-YAP block	-1	7	8
FBW7 act	0.1	0.3	-0.1
MITF inh	12	15	-6
GPR151 ag	3.0	-1.7	-0.2

# Following part.
[57] Cc1c(NC(=O)c2ccco2)cccc1C(=O)NN1C(=O)c2ccccc2C1=O
[58] COC(=O)C1=C(N)N(c2ccccc2C(F)(F)F)C2=C(C(=O)CCC2)C1c1ccc2c(c1)OCO2 (stereo not drawn)
[59] CCOC(=O)C1CCN(C(=O)c2ccc3nc(-c4ccc(OC)c(OC)c4)c(-c4ccc(OC)c(OC)c4)nc3c2)CC1
[60] CC(=O)OC(OC(C)=O)C12C=CC(O1)C1C(=O)N(c3cccc(C(=O)O)c3)C(=O)C12 (stereo not drawn)
[61] CCOc1ccc(NC(=O)CSc2nc3c(c(=O)n2CC)SCC3)cc1
[62] Cc1cc2c(c(=O)n1Cc1cccs1)C(c1ccc3c(c1)OCO3)C(C#N)=C(N)O2 (stereo not drawn)
[63] Cc1cc(N)cc(C)c1OCC(=O)N1CCOCC1
[64] O=C(c1ccc([N+](=O)[O-])cc1)c1c[nH]c2ccccc2c1=O
Compound	57	58	59	60	61	62	63	64
TEAD-YAP block	10	6	-2	-6	1	-2	1	-3
FBW7 act	-0.1	0.0	0.0	0.1	0.2	-0.1	-0.2	-0.1
MITF inh	-17	22	-7	6	7	-20	4	-14
GPR151 ag	-0.7	0.4	1.5	-0.4	-1.0	0.3	-1.3	0.6

[65] COc1ccc(-c2cn3c4c(=O)n(C)c(=O)n(C)c4nc3n2Cc2ccco2)cc1
[66] CCc1ccc(NC(=O)Cn2nnnc2C)cc1
[67] Cc1ccccc1OCC(=O)N/N=C/c1cn(C)c2ccccc12
[68] COc1ccc(C(=O)Nc2c3c(nn2C)CCC3)cc1OC
[69] CC1(C)CC(C(CC(=O)O)c2ccccc2)CCO1 (stereo not drawn)
[70] O=[N+]([O-])c1ccc(/C=N/N=C(/c2ccccc2)C23CN4CN(CN(C4)C2)C3)cc1
[71] O=C1c2ccccc2NC(c2ccco2)N1NS(=O)(=O)c1ccccc1 (stereo not drawn)
[72] C/C(=N/NC(=O)CNc1ccccc1C)c1ccc(Cl)cc1
Compound	65	66	67	68	69	70	71	72
TEAD-YAP block	14	-3	0	-10	-9	4	-3	-6
FBW7 act	-0.2	0.0	-0.1	0.0	-0.1	-0.1	0.0	0.1
MITF inh	7	-18	-5	-9	5	9	4	10
GPR151 ag	2.3	0.8	-0.8	1.0	-0.3	1.0	-1.0	2.4

[73] CCN(CC)c1ccc(/C=C2\SC(=Nc3ccc(C)cc3)N(c3ccc(C)cc3)C2=O)cc1
[74] CCOC(=O)c1cc(S(=O)(=O)Nc2ccc(C)cc2C)cn1C
[75] CCOc1cc(C2C(C(=O)OC3CCCC3)=C(C)NC3=C2C(=O)CC(c2cccs2)C3)ccc1O (stereo not drawn)
[76] COC(=O)c1ccc(CN2C(=O)NC3(CCCCC3)C2=O)o1
[77] CCOC(=O)N1CCC(n2c(=S)[nH]c3cc(OCC)c(OCC)cc3c2=O)CC1
[78] Cc1nnc(SCC(=O)O)[nH]c1=O
[79] N/C(=N\c1nc2ccccc2o1)NC(=O)c1sc2ccccc2c1Cl
[80] COc1ccc(Cl)cc1N(CC(=O)NC(C)(C)C)S(=O)(=O)c1ccccc1
Compound	73	74	75	76	77	78	79	80
TEAD-YAP block	3	-4	2	-4	1	-2	0	-8
FBW7 act	0.1	-0.4	-0.2	-0.1	0.2	0.0	0.0	0.3
MITF inh	2	11	1	-96	8	3	-12	-12
GPR151 ag	0.0	0.5	-0.8	-0.5	-0.6	3.5	0.6	-0.6

# In the list so far, 9 have a furan ring, fused or not.
[4] O=C(NCc1ccco1)c1ccccc1O
[8] O=C(O)CNC(=O)/C(=C\c1ccc(F)cc1)NC(=O)c1ccco1
[36] Cc1cc(C)c2oc(-c3ccc(NC(=O)c4ccc(-c5ccc(Cl)cc5)o4)cc3)nc2c1
[47] COc1cc(-c2ccc(/C=C3\SC(NC(C)=O)=NC3=O)o2)c(OC)cc1Cl
[54] COc1ccc(CN2CCc3nnc(CCNC(=O)c4ccco4)n3CC2)c(C)c1C
[57] Cc1c(NC(=O)c2ccco2)cccc1C(=O)NN1C(=O)c2ccccc2C1=O
[65] COc1ccc(-c2cn3c4c(=O)n(C)c(=O)n(C)c4nc3n2Cc2ccco2)cc1
[71] O=C1c2ccccc2NC(c2ccco2)N1NS(=O)(=O)c1ccccc1 (stereo not drawn)
[76] COC(=O)c1ccc(CN2C(=O)NC3(CCCCC3)C2=O)o1
Compound	4	8	36	47	54	57	65	71	76
TEAD-YAP block	6	0	-11	6	8	10	14	-3	-4
FBW7 act	0.0	-0.1	0.0	-0.3	-0.1	-0.1	-0.2	0.0	-0.1
MITF inh	8	9	-4	-2	-6	-17	7	4	-96
GPR151 ag	0.1	-0.1	-1.4	-0.1	-0.2	-0.7	2.3	-1.0	-0.5

# High-throughput results from PubChem BioAssay.
